# Screening results (PubChem)
# CHRM4 agonist: CHRM4 agonism in calcium assay; activation, % at 3 µM; P08173; CHO-K1 hM4/Gqi5, Fluo-8 calcium fluorescence; vehicle 0%, full acetylcholine response 100%; hit rate 0.14% among 360,000;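 active means activation above the run mean over all test wells plus 3 SD, cut at about 32% in these data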;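 further: peak over basal fluorescence ratio per well then scaled between controls; 0% = DMSO wells and 100% = acetylcholine at EC100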
# Target sequence (P08173 whole entry, looked up): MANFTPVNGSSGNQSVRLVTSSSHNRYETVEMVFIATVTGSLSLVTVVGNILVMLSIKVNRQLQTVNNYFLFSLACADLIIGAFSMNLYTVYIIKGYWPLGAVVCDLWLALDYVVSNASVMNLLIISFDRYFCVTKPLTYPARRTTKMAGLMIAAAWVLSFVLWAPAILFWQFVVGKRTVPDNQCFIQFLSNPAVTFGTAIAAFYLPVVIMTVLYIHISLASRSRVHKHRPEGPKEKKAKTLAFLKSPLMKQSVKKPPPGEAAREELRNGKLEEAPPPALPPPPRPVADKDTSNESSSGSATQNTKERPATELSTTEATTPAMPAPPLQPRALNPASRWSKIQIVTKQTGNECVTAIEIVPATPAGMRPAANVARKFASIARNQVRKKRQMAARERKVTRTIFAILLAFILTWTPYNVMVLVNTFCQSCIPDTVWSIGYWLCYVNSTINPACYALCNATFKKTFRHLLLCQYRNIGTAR
# M4 antag: blocks acetylcholine activation of human M4 receptor. P08173. hit rate 0.73% among 360,000. CHO-hM4 cells, ACh EC80, Fluo-8 calcium fluorescence. AID 624125. inhibition, % at 3 µM;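 active means inhibition above its plate's cutoff, the mean inhibition of sample wells plus 3 SD, cut at about 27% in these data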;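 further: 0% = acetylcholine EC80 with DMSO and 100% = DMSO without agonist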
# M1 PAM parental: nonselective activator or artifact in parental CHO-K1 calcium assay. ATP EC20, Fluo-8 calcium fluorescence; 0% at ATP EC20, 100% at ATP max. activation, % at 3 µM. hit rate 0.02% among 360,000. AID 602247;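 active means activation above the run cutoff, the mean activation of all test compounds plus 3 SD, cut at about 40% in these data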;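 further: peak over basal fluorescence ratio in a 140 s read after ATP addition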
# CHO-K1 Ca antag: counter-screen for M1 antagonists: effect in parental CHO-K1 cells; inhibition, % at 3 µM; hit rate 0.6% among 360,000; ATP-induced calcium, Fluo-8 fluorescence;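 active means inhibition above a per-plate cutoff, the plate's mean sample inhibition plus 3 SD, cut at about 24% in these data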;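 further: 0% = DMSO plus EC80 ATP and 100% = DMSO alone without ATP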
# CHRM5 agonist: CHRM5 agonism in calcium assay; P08912; CHO-K1 hM5 cells, Fluo-8 calcium fluorescence; 0% DMSO wells, 100% maximal acetylcholine response; activation, % at 3 µM; hit rate 0.19% among 360,000; AID 624037;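 active means activation above the run's mean over test compounds plus 3 SD, cut at about 23% in these data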;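 further: signal is peak over basal fluorescence ratio across the kinetic read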
# Target sequence (P08912 whole entry, looked up): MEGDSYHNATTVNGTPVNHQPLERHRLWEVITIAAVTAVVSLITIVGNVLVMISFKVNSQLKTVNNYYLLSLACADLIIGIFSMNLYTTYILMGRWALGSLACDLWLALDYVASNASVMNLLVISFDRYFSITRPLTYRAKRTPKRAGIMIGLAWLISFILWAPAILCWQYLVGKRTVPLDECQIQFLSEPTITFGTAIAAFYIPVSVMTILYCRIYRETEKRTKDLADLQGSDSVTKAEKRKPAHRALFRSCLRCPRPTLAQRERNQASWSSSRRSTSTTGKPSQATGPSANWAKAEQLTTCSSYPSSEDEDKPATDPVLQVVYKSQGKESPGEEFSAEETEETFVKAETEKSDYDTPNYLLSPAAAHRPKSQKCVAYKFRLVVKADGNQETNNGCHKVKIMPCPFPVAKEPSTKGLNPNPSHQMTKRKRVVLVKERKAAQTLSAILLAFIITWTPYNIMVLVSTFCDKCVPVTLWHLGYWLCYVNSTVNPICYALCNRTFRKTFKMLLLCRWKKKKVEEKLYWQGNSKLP
# M1 ag parental: M1 agonist counterscreen hit in parental CHO-K1 cells; hit rate 0.48% among 360,000; Fluo-8 calcium fluorescence; scaled to maximal ATP response, vehicle zero; activation, % at 3 µM; in the data active means activation above about 15%;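 further: untransfected CHO-K1 host cells lacking M1 receptor as counterscreen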
# M5 PAM: positive allosteric modulators of human muscarinic M5 receptor. CHO-K1 hM5, Fluo-8 calcium, ACh EC20 PAM; 0% = ACh EC20, 100% = ACh EC100. activation, % at 3 µM. hit rate 0.3% among 360,000. AID 624038;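 active means activation above the run cutoff, the mean activation of all test compounds plus 3 SD, cut at about 18% in these data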
#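 Assay system: CHO-K1 hM5 cells. Also added: acetylcholine at EC20 concentration, added after compound. Dosing: 3 µM, single dose. Times: compound preincubation 140 s before EC20 acetylcholine addition. Signal: Fluo-8 calcium fluorescence. Measure: % activation relative to EC20 and EC100 ACh responses. Repeats: singlicate, one well per test compound.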
# CHRM5 antagonist: blocks acetylcholine activation of human M5 receptor; inhibition, % at 3 µM; hit rate 0.59% among 360,000; CHO-hM5 cells, Fluo-8 calcium fluorescence, ACh EC80; P08912;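 active means inhibition above a per-plate cutoff, the mean of that plate's test compounds plus 3 SD, cut at about 27% in these data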;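 further: 0% = acetylcholine EC80 with DMSO and 100% = DMSO without agonist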
# CHRM4 PAM: potentiates acetylcholine response at human M4 receptor; P08173; CHO-K1 hM4/Gqi5, Fluo-8 calcium fluorescence, ACh EC20; 0% = ACh EC20, 100% = maximal ACh; activation, % at 3 µM; hit rate 0.4% among 360,000; AID 624126;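 active means activation above its plate's cutoff, the mean activation of sample wells plus 3 SD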; further: some results filed as inactive read as strong as hits
# Active calls of the source: *; & = joins results of further samples.
SMILES	M5 PAM	CHO-K1 Ca antag	M1 PAM parental	CHRM4 agonist	CHRM4 PAM	M1 ag parental	CHRM5 agonist	CHRM5 antagonist	M4 antag
Cc1ccc(O)c(C2=Nc3ccccc3N=C(c3cccc([N+](=O)[O-])c3)C2)c1	-3	-8	23	0	10	0.3	-1	10	-4
C[C@@H]1CN([C@H](C)CO)C(=O)CCCn2cc(nn2)CO[C@H]1CN(C)S(=O)(=O)c1ccc2ccccc2c1	0	-13	6	1	8	0.3	0	-3	-17
COc1ccc(CCc2nc(C)ccc2O)cc1	4&-4	15&-11	-8&14	1&2	4&-1	-0.2&0.9	0&0	-6&-3	-3&1
CCOC(=O)C1=C[C@@H](CC)N(S(=O)(=O)c2ccc(C)cc2)[C@H]1c1ccccc1	-5	11	7	-2	-9	0.0	-3	2	3
CCCCCCCCCOC(=O)C1N2C(=O)[C@@H](NC(=O)COc3ccccc3)[C@H]2SC1(C)C (some centres not stated)	2	-9	-8	2	-3	0.3	2	9	6
CCN(CC)c1ccc(/C=N/NC(=O)c2ccoc2C)cc1	-2	18	-9	0	-6	0.0	1	20	8
O=C(Nc1ccc(Cl)c(Cl)c1)OCCNC(=O)c1cccc(Cl)c1	-11	2	10	9	-9	8.4	0	16	9
CCOC(=O)c1c(NC(=O)COc2ncnc3ccccc23)sc(C(C)=O)c1C	-2	-10	12	2	0	1.2	-1	-4	3
O=C(c1ccc(F)c(S(=O)(=O)N2CCOCC2)c1)N(c1ccccc1)c1ccccn1	-2	-14	9	3	-1	1.0	8	8	-2
O=C(O)C=C1C2CC3CC(C2)CC1C3	5	-12	21	1	6	0.8	0	-3	3
CN(C)c1ccc(NC2=C([N+](=O)[O-])CS(=O)(=O)C2)cc1	10	-22	7	0	1	-1.0	0	-13	-5
Cc1c(Cl)ccc2c(C(N)=O)cc(-c3ccccn3)nc12	2	-6	22	1	4	0.6	3	3	6
COC(=O)c1cc(CSc2ncnc3sccc23)oc1C	-7	-2	9	15	-9	5.4	1	16	2
Cc1c(/C=N/Nc2ccc(C(=O)O)cc2)c2ccccc2n1C	6	-2	-6	1	-1	-0.1	0	-3	-4
CCOC(=O)[C@]12CCC=C1N(Cc1ccc(Cl)cc1Cl)C(=O)[C@H](CC(=O)NCc1ccccc1)C2	-1	-14	15	1	-1	0.5	-1	-6	-9
CCOC(=O)N1CCN(C(=O)CS(=O)Cc2nc(-c3ccc(C)cc3)oc2C)CC1 (configuration not stated)	-2	6	2	1	0	-0.6	-1	-4	-8
Cc1cc(C(=O)NNc2c(Cl)cccc2Cl)n(C(C)(C)C)n1	-3	-9	22	1	11	5.2	-11	5	-3
CC(C)(C)OC(=O)N1CCC[C@H]1C(=O)NCc1ccc(F)cc1F	-3	-21	5	1	4	0.6	2	3	3
Nc1ccccc1-c1nnc(SCC(=O)Nc2ccccc2OC(F)F)[nH]c1=O	4	-6	11	4	8	-0.2	-1	5	-11
O=C(Cn1[nH]c(=O)c2ccccc2c1=O)NCc1cccnc1	1	-24	27	0	0	1.0	-2	-5	-3
CCOC(=O)[C@@H]1[C@H]2COc3cc(OC)ccc3[C@@H]2N2C(=O)N(c3ccc(C)cc3)C(=O)[C@@]12C	14	2	5	1	14	-0.4	-1	4	-12
COc1ccc(-c2sc3cc(OC)ccc3c2-c2ccc(OCCN3CCCCC3)cc2)cc1	-12	-8	14	5	-4	2.7	-4	23	15
COc1ccc2c(C)cc(SCC(=O)c3ccc4c(c3)OCO4)nc2c1	-9	-14	8	1	-2	0.0	0	6	0
CC(C)c1c(C(=O)N/N=C/c2cccc(OCc3ccccc3)c2)nnn1-c1nonc1N	-4	-4	14	2	4	0.5	-2	10	-9
COc1cc(-c2cccc([C@H]3[C@@H]4C=CC[C@@H](C)[C@@H]4C(=O)N3Cc3ccccc3)c2)cc(OC)c1OC	-1	-5	-9	-2	-10	-0.2	-2	-16	-5

# An excerpt from above in order of molar mass, falling:
SMILES	M5 PAM	CHO-K1 Ca antag	M1 PAM parental	CHRM4 agonist	CHRM4 PAM	M1 ag parental	CHRM5 agonist	CHRM5 antagonist	M4 antag
CCCCCCCCCOC(=O)C1N2C(=O)[C@@H](NC(=O)COc3ccccc3)[C@H]2SC1(C)C (some centres not stated)	2	-9	-8	2	-3	0.3	2	9	6
CCOC(=O)[C@@H]1[C@H]2COc3cc(OC)ccc3[C@@H]2N2C(=O)N(c3ccc(C)cc3)C(=O)[C@@]12C	14	2	5	1	14	-0.4	-1	4	-12
COc1ccc2c(C)cc(SCC(=O)c3ccc4c(c3)OCO4)nc2c1	-9	-14	8	1	-2	0.0	0	6	0

# New compounds follow.
SMILES	M5 PAM	CHO-K1 Ca antag	M1 PAM parental	CHRM4 agonist	CHRM4 PAM	M1 ag parental	CHRM5 agonist	CHRM5 antagonist	M4 antag
O=C(/C=C/c1cccc2ccccc12)NCCC1=CCCCC1	1	-2	0	2	6	0.9	-6	14	12
COc1cccc(NC(=O)C2C3C=CC4(O3)C2C(=O)N(CCN2CCCCC2)C4C(=O)NC2CCCCC2C)c1 (configuration not stated)	6	-15	13	1	1	-0.2	-3	2	-10
COCCCN(C)C1CCN(C(=O)Nc2ccc(F)cc2)CC1	-10	0	10	18	-4	5.4	2	16	4
CC(C)CC(C(=O)NC1CCCCC1)N(Cc1cccs1)C(=O)c1snc(C(N)=O)c1N (configuration not stated)	-17	-4	3	9	-12	3.3	3	16	-3
CCc1ccccc1OCCCCCNCCO	5	-17	1	2	3	1.6	-2	-7	-2
COCCn1c(=O)[nH]c2cc(C(=O)NCc3cccnc3)ccc2c1=O	1	-6	7	1	3	0.2	-3	-12	-11
Cc1cnn(-c2cc(N/N=C/c3cccc(F)c3)ncn2)c1	0	-10	20	2	11	0.0	1	7	25
CCOc1ccc(NC(=O)C2CC(=O)N(CCc3ccc(OC)c(OC)c3)C2)cc1OCC (configuration not stated)	3	-9	8	1	7	-0.5	-3	-7	-20
COc1ccc(N(C(=O)c2snc(C(N)=O)c2N)C(C(=O)NCc2ccccc2)c2ccc(F)cc2)c(OC)c1 (configuration not stated)	9	-10	14	2	-3	0.9	-3	-7	-15
CCCN(CCC)CCCNc1ccc2nnc(-c3ccc(F)cc3)n2n1	1	-12	20	1	2	0.4	-3	1	-10
CNc1nc2c(Cl)cc(Cl)cc2s1	1	-4	1	1	11	-0.1	-5	-6	-16
O=C1CCCCC1c1cccc2ccccc12 (configuration not stated)	0	-5	18	0	7	0.1	-2	3	-5
CC(=O)N1CCN(Cc2nc3cc(NC(=O)c4cccc(Br)c4)ccc3n2C)CC1	-10	2	1	9	-3	3.4	6	14	0
Cc1ccc(CNC(=O)CCOc2ccc(C(C)(C)C)cc2)cc1	4	3	13	-1	6	-0.4	1	-5	2
CCOC(=O)Cc1csc(NC(=S)NC(=O)c2ccc(F)cc2)n1	-4	-10	4	2	0	0.0	2	8	4
CCOCCc1c(O)nc(SCC(=O)N2CCOCC2)[nH]c1=O	-1	-16	-2	0	-6	0.1	-1	5	-1
COC(=O)c1ccc(NS(=O)(=O)c2ccc(SC)cc2)cc1	-3	-2	6	5	1	3.8	9	-6	8
O=c1[nH]c2ccc(NCc3ccccc3OCc3ccc(Cl)cc3)cc2[nH]1	-11	9	8	7	-3	8.6	6	25	-3
CCc1ccc2[nH]c(C(=O)N(C)c3ccc(F)cc3F)cc2c1	15	-11	5	-1	6	-0.6	-7	-10	-21
COCCN(C(=O)CCC(=O)Nc1nccs1)C(C(=O)NCCC(C)C)c1ccc(F)cc1 (configuration not stated)	-4	-7	6	1	4	0.2	-4	15	-1
CC1CCCC(N2CCN(C(=O)c3ccc(F)cc3)CC2)C1 (configuration not stated)	-4	5	-8	2	-6	0.2	-3	1	-1
O=C(CN1C(=O)c2cccc3cccc1c23)N1CCN(c2ccc(F)cc2)CC1	-4	-7	0	0	-7	0.4	-3	14	8
O=[N+]([O-])c1nn(-c2ccc3c(c2)OCCO3)n(O)c1=NCCCO	-1	-10	11	0	7	0.1	-2	-1	6
CN(C(=O)CCn1c(=S)oc2ccccc21)c1ccc(F)cc1	2	-1	21	2	3	0.2	-9	-3	-3
CC(C)C(=O)N1CCCC1(C)C(=O)N(C)Cc1cccc2ccccc12 (configuration not stated)	-3	-5	7	0	4	0.3	-1	-5	-6
CCn1nc(C(=O)NC2=NCCS2)c2ccccc2c1=O	-4	-13	22	2	-2	0.5	-3	-3	3
CCc1nnc(NC(=O)C2CCCN2C(=O)NC2CCCCC2)s1 (configuration not stated)	0	-18	20	0	2	0.4	0	-3	3
O=C(CCN1C(=O)C2(OCCO2)c2ccccc21)c1ccccc1	-1	-13	17	3	1	2.0	0	2	2
CSc1ccc(/C=C(/Sc2nnc(-c3ccccc3)o2)C(=O)O)cc1	-10	-1	4	16	-15	6.7	1	4	5
FC(F)(F)c1cccc(Cn2nnnc2-c2cccc(C(F)(F)F)c2)c1	-9	3	-11	2	-5	2.2	0	10	10
C=CCOc1ccc(C2=NOC(C(=O)Nc3ccc4c(c3)OCCO4)C2)cc1 (configuration not stated)	-2	-7	1	3	1	2.0	1	-9	-9
C#CCOCCOCCOCCNc1nc(N2CCN(C(=O)C([C@@H](C)O)n3cc([C@@H](N)CCCCN)nn3)CC2)nc(N2CCN(C(=O)[C@H](CCCCN)n3cc([C@@H](N)CC(N)=O)nn3)CC2)n1 (some centres not stated)	6	-7	6	1	-1	0.3	0	8	4
CNC(=S)N(Cc1ccc(OC)cc1)Cc1cc2cc(C)ccc2[nH]c1=O	-14	7	-4	19	-11	5.3	4	12	7
O=C(O)/C=C/C(=O)NC1CCCCC1	5	14	22	1	22	-0.1	3	2	1
CC(=O)C(C)Oc1ccc2c3c(c(=O)oc2c1)CCCC3 (configuration not stated)	-3	12	-5	1	-7	-0.2	2	5	7
O=C(N/N=C/C=C/c1ccc([N+](=O)[O-])cc1)c1cccs1	1	-8	19	0	5	0.7	-7	-8	-5
CCNC(=O)/C(=C\C=C\c1ccccc1)NC(=O)c1ccc(Br)o1	-1	-4	28	1	-3	4.7	-1	-6	3
COc1cccc(C(=O)NCCS(=O)(=O)NCc2ccc3c(c2)OCO3)c1	3	-8	17	2	1	1.4	-5	4	8
COc1ccc(C2=NOC(Cn3nc(-c4ccccc4)cc3C(=O)NCc3cccs3)C2)cc1 (configuration not stated)	-21	-16	-6	12	-7	1.3	-6	11	8
COc1ccccc1NC(=O)N(C)C[C@@H]1OCc2cnnn2CCCC(=O)N([C@@H](C)CO)C[C@H]1C	1	-9	17	0	1	0.1	0	-3	-19
O=C(NCCc1nc2ccccc2[nH]1)Nc1ccccc1	4	5	-8	1	7	0.8	0	-9	2
COc1ccc(NC(=O)Cn2nnc(C(=O)NCCc3ccc(OC)c(OC)c3)c2N)cc1	2	0	7	-2	12	-0.1	2	5	0
NC(=O)CC(NC(=O)Cc1ccc(Br)cc1)c1ccc(NC2CCC2)c([N+](=O)[O-])c1 (configuration not stated)	7	-8	2	0	13	0.4	0	9	-1
O=C(c1ccc(F)cc1)N1CCCC(c2nc(-c3cccs3)no2)C1 (configuration not stated)	-5	-16	14	3	-3	3.3	3	5	-2
COc1ccc(-c2c(=O)n(OCc3nc4ccccc4[nH]3)c3ccccc3[n+]2[O-])cc1	5	-3	10	6	4	3.0	5	-6	-13
COC(=O)[C@@H]1C[C@H]1[C@@H](NS(=O)(=O)c1ccccc1)c1ccccc1	-3	-26	14	2	13	0.1	3	2	0
